BL2 CD40 inh: CD40 pathway inhibition in BL2 cells; AID 1053188; BL2 NF-kB luciferase reporter, CD40L-induced, 4 h; inhibition, % at 10 µM; 0.94% of 83,000 active;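 active = mean inhibition of at least 50% with a set share of replicates also reaching that level; inconclusive = no clear call, values can overlap the other calls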;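 also: 0% = neutral control wells and 100% = IKK inhibitor VII at 50 µM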
Active calls of the source: *; ? = inconclusive; & = joins results of further samples; [ ] = remark or other dose. Some of the compounds tested; the hit share may differ from the screen's.

Sample of the layout, five compounds:
structure,BL2 CD40 inh
c1ccc(-n2nnc3cnccc32)cc1,-2
Cc1cc(C)c(OCC(=O)Nc2ccc(S(=O)(=O)N3CCCC3)cc2)c(C)c1,8
COc1cccc(C(=O)NCC2(c3ccccc3)CCCC2)c1,-4
CC(NC(=O)OCc1ccccc1)C(=O)N1CC(O)CC1C(=O)O (stereo unspecified),-1
COc1cccc(C(=O)Nc2ccc3c(c2)C(=O)N(C)[C@H]2CC[C@@H](CC(=O)N[C@@H](C)c4ccccc4)O[C@@H]2CO3)c1,14[25 µM]

The list itself, from the first entry:
structure,BL2 CD40 inh
c1ccc(-n2nnc3cnccc32)cc1,-2
Cc1cc(C)c(OCC(=O)Nc2ccc(S(=O)(=O)N3CCCC3)cc2)c(C)c1,8
COc1cccc(C(=O)NCC2(c3ccccc3)CCCC2)c1,-4
CC(NC(=O)OCc1ccccc1)C(=O)N1CC(O)CC1C(=O)O (stereo unspecified),-1
COc1cccc(C(=O)Nc2ccc3c(c2)C(=O)N(C)[C@H]2CC[C@@H](CC(=O)N[C@@H](C)c4ccccc4)O[C@@H]2CO3)c1,14[25 µM]
COc1ccc(NC(=O)COC(=O)Cn2nnc3ccccc32)cc1,9
CCS(=O)(=O)NC[C@@H]1[C@@H](c2ccccc2)[C@@H](CO)N1CC1CCCCC1,-7[25 µM]
COc1cccc(C#Cc2ccc([C@@H]3[C@@H](CO)N4C(=O)CN(C(=O)Cc5cccnc5)C[C@H]34)cc2)c1,31[25 µM]
Cc1ccc(OC(=O)N(C)C[C@H]2OCc3ccccc3-c3ccccc3C(=O)N([C@@H](C)CO)C[C@@H]2C)cc1,9[25 µM]
CC(=NNC(=O)c1cccc(S(=O)(=O)N2CCCC2)c1)c1ccccc1,3
CCC1(c2ccccc2)NC(=O)N(CC(=O)N(c2ccccc2)C2CCS(=O)(=O)C2)C1=O (stereo unspecified),-6
CCOc1ccc(N2CC(C(=O)NCCN3C(=O)S/C(=C/c4cccnc4)C3=O)CC2=O)cc1 (stereo unspecified),3
CCn1c(=O)n(C2=C(CO)CN(CC3CCCCCCC3)CC2)c2ccccc21,-4[25 µM]
c1ccc2c(c1)NC1(CCCC1)n1c-2nc2ccccc21,-59
COc1ccc(C(=O)NCC(=O)NCC(c2ccco2)N(C)C)cc1OC (stereo unspecified),-1
O=C(Nc1ccc(N2CCCC2)cc1)c1ccccc1F,18
COc1ccc(C=C2NC(=S)NC2=O)cc1,-2
COCCNC(=O)C[C@@H]1CC[C@H]2[C@@H](COc3ccc(NC(=O)Nc4cccc(F)c4)cc3C(=O)N2C)O1,-2[25 µM]
Cc1ccsc1C(=O)OCC(=O)NCc1cccs1,-53
CN(CC(=O)NCC(c1ccccc1)N1CCCC1)S(=O)(=O)c1ccc(Cl)cc1 (stereo unspecified),-5
O=C(Nc1cccc(S(=O)(=O)N2CCOCC2)c1)C12CC3CC(CC(C3)C1)C2,13
O=S(=O)(Nc1cccc(-c2cn3c(n2)SCC3)c1)c1ccccc1,9
CCCc1cc(=O)n2nc(N3CCC(C(=O)NCc4ccc(C)o4)CC3)sc2n1,-6
CO[C@@H]1CN(C)C(=O)c2cc(NS(C)(=O)=O)ccc2OC[C@@H](C)N(C(=O)C2CCCC2)C[C@@H]1C,-21
Cc1[nH]c(=O)c(C#N)c(C)c1[N+](=O)[O-],-1
COc1ccc(CNC(=O)Cn2cccc2C(=O)c2ccccc2)cc1,-99
CC(=O)N1[C@H](CN(CC2CCC2)C(=O)CN(C)C)[C@@H](c2ccccc2)[C@@H]1CO,-6[25 µM]
CSc1nnc(-c2cc3c(s2)-c2ccccc2CC3)o1,-98
Cc1ccc(N2CCN(C(=O)N3CCCC3)CC2)cc1C,1
c1ccc2c(c1)CCCC2C1=NCCN1 (stereo unspecified),4
CCOCc1nnc(NC(=O)c2cccc(OC)c2)s1,-27
c1ccc2c(c1)Sc1cnccc1N2CC1CO1 (stereo unspecified),-3
COc1ccccc1C=C1SC(=S)NC1=O,-8
Cc1ccccc1S(=O)(=O)N1CC[C@H]2[C@H](CO)Nc3ccc(-c4cccc(C#N)c4)cc3[C@H]21,-20[25 µM]
CNc1c2cccc(C)c2nc2c(C(=O)NCCN(C)C)cccc12,86*
COCC(=O)N1CCC2(CC1)CN[C@H](CO)c1c2c2ccc(OC)cc2n1C,0[25 µM]
COc1ccc(NC(=O)c2cc(-c3ccccn3)nc3ccccc23)cc1S(=O)(=O)N(C)C,6
COc1ccccc1CNC(=O)C[n+]1ccccc1,10
Clc1ccccc1-c1nnc(-c2ccc3c(c2)OCO3)o1,-2
CC(=O)N(C)C[C@@H]1Oc2ccc(NS(C)(=O)=O)cc2CC(=O)N(C)C[C@@H]1C,6
CO[C@@H]1CN(C)C(=O)c2ccc(NC(=O)C3CCCCC3)cc2OC[C@H](C)N(C)C[C@H]1C,-2
CCOC(=O)C1=C(COC(=O)c2ccc(Cl)nc2)NC(=O)NC1C (stereo unspecified),8
COc1ccc(NS(=O)(=O)c2ccc(C)c(C(=O)N(C)Cc3ccc(OC)cc3OC)c2)cc1,22
C[C@H]1CN([C@@H](C)CO)C(=O)c2cc(C#Cc3ccccc3)cnc2O[C@H]1CN(C)C(=O)c1ccccc1,0[25 µM]
CN(C)C(=O)c1ccc(-c2cc(C(F)(F)F)nn2C)s1,-100
CO[C@H]1CN(C)C(=O)c2cc(NC(=O)C3CCOCC3)ccc2OC[C@H](C)NC[C@@H]1C,2[25 µM]
O=S(=O)(c1ccc2ccccc2c1)N1CCc2ccccc21,4
CCCC12CN3CC(C)(CN(C1)C31CCCCC1)C2=O,6
C1=C(CCNCC2CC2)CCCC1,3
CCCC#Cc1ccc([C@H]2[C@H](CO)N3C(=O)CN(C(=O)c4cccnc4)C[C@@H]23)cc1,0[25 µM]
c1ccc(OCCCc2nc(-c3ccncc3)no2)cc1,5
COc1ccc2c3c([nH]c2c1)[C@@H](CO)N(Cc1ccc(F)cc1)CC31CN(C)C1,9[25 µM]
O=C(c1ccc(COc2ccccc2)o1)N1CCN(S(=O)(=O)c2ccccc2Cl)CC1,-2
Cn1ncc2c1ncn1nc(CCc3ccccc3)nc21,-30
COc1ccc(S(=O)(=O)Nc2ccc3c(c2)CC(=O)N([C@H](C)CO)C[C@@H](C)[C@@H](CN(C)C(=O)Nc2c(C)noc2C)O3)cc1,7[25 µM]
O=C(C[C@@H]1C[C@H]2c3cc(NC(=O)C4CCC4)ccc3O[C@H]2[C@@H](CO)O1)NCc1ccccn1,-2[25 µM]
COC(=O)c1[nH]c2ccc(F)cc2c1NC(=O)Nc1ccc(OC)cc1,4
CCC(CC)NC(=O)Nc1ccccc1C,6
CCCCC(=O)NS(=O)(=O)c1ccc(NS(C)(=O)=O)cc1,5
O=C(C(c1ccccc1)c1ccccc1)N1CCN(CC(O)COc2ccccc2)CC1 (stereo unspecified),16

(listing goes on)
structure,BL2 CD40 inh
O=[N+]([O-])c1cc(Br)ccc1C[n+]1ccccc1,-17
CCN(C(=O)CSc1nnc(C2CC2)n1-c1ccccc1)C1CCS(=O)(=O)C1 (stereo unspecified),6
COCCNC(=O)C(NC(=O)C1CCCCC1)C12CC3CC(CC(C3)C1)C2 (stereo unspecified),5
O=C(COC(=O)CNC(=O)c1ccc(F)cc1)NC1CCCc2ccccc21 (stereo unspecified),8
O=C(Nc1nc2ccccc2s1)C1c2ccccc2Oc2ccccc21,27
Cc1cccc(C(=O)OCC(=O)NC(=O)c2ccccc2)c1O,2
Cc1cc(C)nc(NS(=O)(=O)c2ccc(NS(=O)(=O)c3ccc(F)c(F)c3)cc2)n1,-2
Cc1ccc(OC(=O)c2ccc(N3CCOCC3)c([N+](=O)[O-])c2)cc1,-26
C(=N\n1cnnc1)/c1ccccn1,14
CCCNC(=O)N1CC2(C1)CN(Cc1ccc(F)cc1)[C@@H](CO)c1[nH]c3cc(OC)ccc3c12,9[25 µM]
COc1ccc2c3c(n(C)c2c1)[C@H](CO)N(C(=O)NC1CCCCC1)CC31CCN(C)CC1,9[25 µM]
Cc1ccc(/C([O-])=C(/C(=S)NCc2ccco2)[n+]2ccccc2)cc1[N+](=O)[O-],5
O=C(Cc1cn2ccsc2n1)Nc1nc2c(s1)CCCC2,-15
COC1OC2COC(c3ccccc3)OC2C(NC(C)=O)C1OC(C)=O (stereo unspecified),4
Cc1ccc(C)c(N2CCN(CCCNC(=O)Cn3cc4c(n3)CCCCC4)CC2)c1,21
O=C(NCC[C@@H]1CC[C@H](NC(=O)C2CCCC2)[C@@H](CO)O1)Nc1ccc(Cl)cc1,-20
O=C([C@@H]1[C@@H](CO)[C@@H]2Cn3c(ccc(-c4cccnc4)c3=O)[C@H]1N2Cc1cccnc1)N1CCOCC1,9[25 µM]
O=C(CCNS(=O)(=O)c1ccc(OC(F)(F)F)cc1)Nc1cccc(S(=O)(=O)N2CCCC2)c1,4
O=C(O)C1(c2cccc(Cl)c2)CCC1,-1
OCCN1CCN(c2cnc(-c3ccsc3)cn2)CC1,-18
CC(C)C(NC(=O)c1ccccc1NC(=O)C(C)(C)C)C(=O)N1CCOCC1 (stereo unspecified),5
CCCN1[C@@H]2Cn3c(ccc(-c4ccncc4)c3=O)[C@H]1[C@@H](C(=O)NCC1CC1)[C@@H]2CO,9[25 µM]
COCC(=O)Nc1ccc2c(c1)C(=O)N(C)[C@@H]1CC[C@H](CC(=O)N3CCc4ccccc4C3)O[C@@H]1CO2,13[25 µM]
COc1ccc(C(=O)Nc2ccc3[nH]ncc3c2)cc1OC,-29
CN(C)c1ccc2c(c1)[C@@H]1C[C@H](CC(=O)N3CCc4ccccc4C3)O[C@@H](CO)[C@@H]1O2,-13[25 µM]
CCOC(=O)CNC(=O)Nc1ccccc1C(=O)OC,0
CCOC(=O)c1c(NC(=O)C2CCCO2)sc2c1CCC2 (stereo unspecified),10
O=C(NCc1ccncc1)c1ccc(OCc2ccccc2)cc1,13
CCCCNC(=O)OC(C)CNC(=O)Oc1cccc(C)c1 (stereo unspecified),7
COc1ccc(C(C)NS(=O)(=O)Cc2ccccc2)cc1 (stereo unspecified),-16
CC(=O)Nc1ccc(NC(=O)C2CC(=O)N(c3cccc(Cl)c3)C2)cc1 (stereo unspecified),-1
O=C(C[C@H]1CC[C@H]2[C@@H](COC[C@@H](O)CN2CC2CCOCC2)O1)NCc1ccc(Cl)cc1,-4[25 µM]
c1ccc2[nH]c(NCc3ccc4c(c3)OCO4)nc2c1,-71
NC(=O)c1ccccc1OCC(=O)NC12CC3CC(CC(C3)C1)C2,-2
CC1CC(C)CN(S(=O)(=O)c2ccc3c(c2)oc(=O)n3CC(=O)N2CCOCC2)C1 (stereo unspecified),5
CC1(CNC(=O)C(=O)NCC2(C)CO2)CO1 (stereo unspecified),-3
COc1ccc(OC)c(NC(=O)C(C)OC(=O)c2cc3ccccc3[nH]2)c1 (stereo unspecified),-2
CC1CCCC(C)N1NC(=O)c1ccc(Cl)c(S(N)(=O)=O)c1 (stereo unspecified),2&1
Cc1ccccc1-c1ccc2c(c1)O[C@@H](CN(C)C(=O)Nc1ccc(C(F)(F)F)cc1)[C@@H](C)CN([C@@H](C)CO)S2(=O)=O,?
CNCCOc1ccccc1C(C)(C)C,4
CCc1ccc(NC(=O)CSCc2ccc(C(=O)O)cc2)cc1,7
O=C(NCC1CCCO1)C1CC(=O)N(c2ccccc2)C1 (stereo unspecified),2
Cc1noc(C)c1NC(=O)N(C)C[C@H]1OCCCC[C@@H](C)Oc2ccc(NC(=O)Nc3ccc(C(F)(F)F)cc3)cc2C(=O)N([C@@H](C)CO)C[C@H]1C,9[25 µM]
COc1ccc2c3c(n(C)c2c1)[C@@H](CO)N(CC1CC1)CC31CCN(C(=O)NC2CCCC2)CC1,-7[25 µM]
O=C(OCCOc1ccccc1F)c1cccc(S(=O)(=O)N2CCOCC2)c1,-11
COc1cccc(S(=O)(=O)N[C@@H]2CC[C@@H](CC(=O)NC3Cc4ccccc4C3)O[C@H]2CO)c1,2[25 µM]
COCCCN1C(=O)C(=O)/C(=C(/O)c2ccc3c(c2)CC(C)O3)C1c1cccnc1 (stereo unspecified),5
O=C(c1ccc2c(c1)OCO2)N1C[C@@H]2N[C@H](C1)C2c1ccc(-c2ccncc2)cc1 (stereo partly specified),0

4 entries already listed, ordered by the number in BL2 CD40 inh, largest number first:
structure,BL2 CD40 inh
CCc1ccc(NC(=O)CSCc2ccc(C(=O)O)cc2)cc1,7
O=C(NCC1CCCO1)C1CC(=O)N(c2ccccc2)C1 (stereo unspecified),2
O=C(c1ccc2c(c1)OCO2)N1C[C@@H]2N[C@H](C1)C2c1ccc(-c2ccncc2)cc1 (stereo partly specified),0
O=C(OCCOc1ccccc1F)c1cccc(S(=O)(=O)N2CCOCC2)c1,-11

Other results follow:
structure,BL2 CD40 inh
C[C@H](NC(=O)C[C@H]1C=C[C@@H](NS(=O)(=O)c2cccc(F)c2)[C@H](CO)O1)c1ccccc1,-2[25 µM]
CC(=O)N(C)c1ccc(N2CCOCC2)c2c1C(=O)c1ccccc1C2=O,-1
O=C(CN1CCN(c2ccccc2)CC1)Nc1ccc(OCc2ccccc2)cc1,-12
O=C1CCC(=O)N[C@H](c2ccccc2)C/C=C\CCN1,-8[25 µM]
CN(c1ccccc1)S(=O)(=O)c1cccc(C(=O)NC2CCCC2)c1,2
CC(=O)Nc1ccc(SCC(=O)N(C)CC(=O)Nc2ccccc2Cl)cc1,-5
COC(=O)c1sc(NC(=O)C(C)C)c(C(=O)OC)c1C,19
